mHTT CaM bind: mHTT-calmodulin interaction abrogation; P42858; AlphaScreen His-mHTT/GST-CaM binding, luminescence; inhibition, % at 15 µM; 3.6% of 190,000 active;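 note: 0% = both proteins with DMSO and 100% = one protein alone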
Target sequence (P42858 whole entry, looked up, stated change not applied): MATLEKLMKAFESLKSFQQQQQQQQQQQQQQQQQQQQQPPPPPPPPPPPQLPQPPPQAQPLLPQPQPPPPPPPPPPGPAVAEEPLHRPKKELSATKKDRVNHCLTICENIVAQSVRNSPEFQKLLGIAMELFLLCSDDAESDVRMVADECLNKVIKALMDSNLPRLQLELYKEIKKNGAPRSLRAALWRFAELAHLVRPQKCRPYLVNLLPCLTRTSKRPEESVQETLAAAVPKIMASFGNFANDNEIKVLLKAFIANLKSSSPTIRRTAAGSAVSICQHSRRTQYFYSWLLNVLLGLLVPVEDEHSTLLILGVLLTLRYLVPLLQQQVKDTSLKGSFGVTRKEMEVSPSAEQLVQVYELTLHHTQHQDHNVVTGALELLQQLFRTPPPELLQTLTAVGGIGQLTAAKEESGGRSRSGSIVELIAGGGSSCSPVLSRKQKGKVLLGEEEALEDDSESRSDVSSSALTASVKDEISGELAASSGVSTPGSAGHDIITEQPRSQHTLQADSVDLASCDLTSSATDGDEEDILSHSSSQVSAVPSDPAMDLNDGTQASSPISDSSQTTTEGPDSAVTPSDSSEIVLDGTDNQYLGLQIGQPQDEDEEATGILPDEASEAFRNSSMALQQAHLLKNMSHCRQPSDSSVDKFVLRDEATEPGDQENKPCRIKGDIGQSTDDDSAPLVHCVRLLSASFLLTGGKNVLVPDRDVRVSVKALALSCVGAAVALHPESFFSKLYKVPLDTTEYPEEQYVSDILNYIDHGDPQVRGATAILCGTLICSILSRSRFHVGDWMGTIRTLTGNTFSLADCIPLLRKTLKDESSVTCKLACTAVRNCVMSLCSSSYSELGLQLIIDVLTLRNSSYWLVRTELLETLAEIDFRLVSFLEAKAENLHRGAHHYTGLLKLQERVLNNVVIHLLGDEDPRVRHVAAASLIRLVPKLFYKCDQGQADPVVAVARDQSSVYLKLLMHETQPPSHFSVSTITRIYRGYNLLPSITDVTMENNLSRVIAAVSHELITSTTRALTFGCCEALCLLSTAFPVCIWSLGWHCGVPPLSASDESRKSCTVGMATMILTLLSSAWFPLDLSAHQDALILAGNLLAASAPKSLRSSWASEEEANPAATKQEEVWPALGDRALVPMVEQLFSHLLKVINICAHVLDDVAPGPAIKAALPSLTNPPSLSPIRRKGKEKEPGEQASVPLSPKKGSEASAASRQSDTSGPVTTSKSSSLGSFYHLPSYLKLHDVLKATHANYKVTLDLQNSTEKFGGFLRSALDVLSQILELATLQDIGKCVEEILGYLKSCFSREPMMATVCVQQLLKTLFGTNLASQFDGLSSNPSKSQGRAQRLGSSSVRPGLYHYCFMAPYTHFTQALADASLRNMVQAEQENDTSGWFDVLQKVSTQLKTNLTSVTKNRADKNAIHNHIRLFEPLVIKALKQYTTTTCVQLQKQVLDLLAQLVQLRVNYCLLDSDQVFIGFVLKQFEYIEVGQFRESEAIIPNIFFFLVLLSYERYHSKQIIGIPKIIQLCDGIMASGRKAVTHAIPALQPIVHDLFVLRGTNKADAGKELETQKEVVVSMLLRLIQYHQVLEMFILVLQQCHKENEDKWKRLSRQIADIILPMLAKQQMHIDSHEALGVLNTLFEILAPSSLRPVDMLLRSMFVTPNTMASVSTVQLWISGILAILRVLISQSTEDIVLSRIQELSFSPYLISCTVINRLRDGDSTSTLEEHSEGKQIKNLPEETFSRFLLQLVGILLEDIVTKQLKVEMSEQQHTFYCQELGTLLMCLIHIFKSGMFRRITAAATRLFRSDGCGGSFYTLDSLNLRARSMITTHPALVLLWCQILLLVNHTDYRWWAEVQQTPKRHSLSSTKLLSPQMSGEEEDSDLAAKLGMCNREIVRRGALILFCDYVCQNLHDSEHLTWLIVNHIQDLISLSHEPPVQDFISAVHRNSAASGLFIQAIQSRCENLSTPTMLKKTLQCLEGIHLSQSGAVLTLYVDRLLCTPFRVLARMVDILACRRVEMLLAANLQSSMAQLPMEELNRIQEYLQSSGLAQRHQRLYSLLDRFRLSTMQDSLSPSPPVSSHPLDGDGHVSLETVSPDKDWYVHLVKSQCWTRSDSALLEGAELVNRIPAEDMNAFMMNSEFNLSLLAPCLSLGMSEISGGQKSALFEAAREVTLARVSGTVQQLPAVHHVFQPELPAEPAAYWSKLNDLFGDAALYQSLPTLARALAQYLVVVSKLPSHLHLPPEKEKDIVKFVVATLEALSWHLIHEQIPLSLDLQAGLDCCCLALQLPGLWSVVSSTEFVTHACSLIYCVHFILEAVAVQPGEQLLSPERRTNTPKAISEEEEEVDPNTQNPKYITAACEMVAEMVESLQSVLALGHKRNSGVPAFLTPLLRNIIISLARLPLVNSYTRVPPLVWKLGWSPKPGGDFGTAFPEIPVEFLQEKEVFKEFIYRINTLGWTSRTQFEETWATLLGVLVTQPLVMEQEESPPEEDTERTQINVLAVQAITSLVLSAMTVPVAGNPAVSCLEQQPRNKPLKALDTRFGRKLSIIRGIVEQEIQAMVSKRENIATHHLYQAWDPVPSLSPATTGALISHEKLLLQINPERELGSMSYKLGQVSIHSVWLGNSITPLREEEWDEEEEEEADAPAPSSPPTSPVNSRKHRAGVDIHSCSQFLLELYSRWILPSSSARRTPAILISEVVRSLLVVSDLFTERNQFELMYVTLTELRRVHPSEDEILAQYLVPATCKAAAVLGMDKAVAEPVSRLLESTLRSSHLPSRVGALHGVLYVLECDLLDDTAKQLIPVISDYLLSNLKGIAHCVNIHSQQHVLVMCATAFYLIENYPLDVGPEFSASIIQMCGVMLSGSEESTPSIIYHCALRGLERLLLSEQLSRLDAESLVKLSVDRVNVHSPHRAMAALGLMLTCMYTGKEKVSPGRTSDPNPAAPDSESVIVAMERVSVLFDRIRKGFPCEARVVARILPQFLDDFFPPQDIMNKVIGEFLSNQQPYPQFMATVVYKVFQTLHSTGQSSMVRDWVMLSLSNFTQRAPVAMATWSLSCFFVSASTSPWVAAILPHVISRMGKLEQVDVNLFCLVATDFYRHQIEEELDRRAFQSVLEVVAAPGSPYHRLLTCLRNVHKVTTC
Pf apPOL block: Pf-apPOL DNA polymerase inhibition. 0.25% of 210,000 active. Recombinant Pf-apPOL, molecular beacon fluorescence, 1.5 h. inhibition, % at 10 µM
* = called active by the depositor; . = no result given; & = joins results of further samples. Cut-off read from the data, not from the text of the source: active = inhibition above about 50%; inactive = the rest. An excerpt; count on the stated rates, not on these rows.

SMILES	mHTT CaM bind	Pf apPOL block
CC(=O)Nc1ccc(C(=O)NCCNS(=O)(=O)CCc2ccccc2)cc1	-15.3	-2.4
CCSc1nnc(-c2nn(C)c3c2CN(C(=O)c2ccoc2)CC3)n1C	-2.1	-0.8
Cc1ccccc1NC(=O)N1CCn2cccc2C1C (stereo not given)	-0.4	-12.8
CC(C)Cc1ccc(C(C)C(=O)NN)cc1 (stereo not given)	4.5	0.0
Oc1oc(-c2ccccc2Br)nc1C=Nc1ccc(Br)cn1	40.0	2.8
Cc1ccc(C(O)=Cc2nc3ccccc3oc2=O)cc1	4.0	-0.1
CCc1ccc(NC(=O)N2CCCC2c2c(C)noc2C)cc1 (stereo not given)	-0.6	-3.7
Cc1c(C(=O)NCc2ccc(F)cc2)sc2ncn(Cc3ccccc3F)c(=O)c12	6.0	-9.5
COc1cc(Cl)c(C)cc1NC(=O)c1ccc([N+](=O)[O-])c(C)c1	6.9	3.3
CN(C)C(=O)c1ccc(NC(=O)COc2ccc3ccccc3c2)cc1	0.5	-8.2
O=C1NC(c2ccc([N+](=O)[O-])cc2)C(=C(O)c2ccccc2)C1=O (stereo not given)	17.6	-0.2
CC(O)(CNC(=O)COc1ccccc1F)C1CC1 (stereo not given)	-1.9	-0.7
CNC(=O)c1cccc(-c2noc(C)n2)c1	0.4	-3.2
O=C(Cn1nc(N2CCCCCC2)c2ccccc2c1=O)NCc1ccc(F)cc1	1.1	-0.1
COc1cc(C(=O)C=Cc2ccc(N(C)C)cc2)cc(OC)c1OC	-13.6	-11.0
Cc1ccc(-c2cc3n(n2)CCCN(C(=O)c2ccc(C)s2)C3)cc1	5.9	-9.2
C=CCNC(=O)CN(c1ccccc1)S(=O)(=O)c1ccccc1[N+](=O)[O-]	-1.1	-16.7
CCc1nc(-c2cccnc2N2CCCC(C(=O)NCc3ccc(N(C)C)cc3)C2)no1 (stereo not given)	4.6	-3.4
CCCNC(C)c1nc2ccccc2c(=O)n1C (stereo not given)	-0.7	-4.3
CC1CC(C)CN(S(=O)(=O)c2ccc(F)c(C(=O)Nc3cc(Cl)ccc3Cl)c2)C1 (stereo not given)	-8.0	-5.1

Fetched by structure from the entries so far (4):
SMILES	mHTT CaM bind	Pf apPOL block
CC(O)(CNC(=O)COc1ccccc1F)C1CC1 (stereo not given)	-1.9	-0.7
CNC(=O)c1cccc(-c2noc(C)n2)c1	0.4	-3.2
Cc1ccc(C(O)=Cc2nc3ccccc3oc2=O)cc1	4.0	-0.1
O=C(Cn1nc(N2CCCCCC2)c2ccccc2c1=O)NCc1ccc(F)cc1	1.1	-0.1

One compound at a time (already shown):
Cc1ccc(-c2cc3n(n2)CCCN(C(=O)c2ccc(C)s2)C3)cc1 in the list: mHTT CaM bind = 5.9; Pf apPOL block = -9.2
CC(O)(CNC(=O)COc1ccccc1F)C1CC1 (stereo not given) in the list: mHTT CaM bind = -1.9; Pf apPOL block = -0.7

Later entries
SMILES	mHTT CaM bind	Pf apPOL block
CC1CCN(C(=O)c2cc3c(s2)CCC(C(=O)NCCCN2CCOCC2)C3)CC1 (stereo not given)	8.4	-2.7
COc1ccc(C2CN(C(=O)c3ccccc3C)CC2C(=O)NC2CC2)cc1 (stereo not given)	0.1	-3.5
O=C(c1cccs1)N1CCN(C(C(=O)N2CCCC2)C2CCCC2)CC1 (stereo not given)	-3.0	-3.4
COc1cc(-c2nnc(Sc3ncccn3)o2)cc(OC)c1OC	-3.0	1.5
COc1cc(Br)c(/C=C2\Sc3ccccc3C2=O)cc1OC	3.0	3.1
CC(CNC(=O)c1cc2c(s1)CN(C(C)C)C2)c1ccccc1 (stereo not given)	-7.4	-2.0
C=CCNC(CC(=O)Nc1cc(Cl)ccc1O)C(=O)O (stereo not given)	-7.4	1.3
CN(C)c1ccc(N2C(=O)c3ccccc3NC2c2ccccc2Cl)cc1 (stereo not given)	27.0	-0.8
Cc1ccc(S(=O)(=O)N2CCN(c3ccc(C(F)(F)F)cc3[N+](=O)[O-])CC2)cc1	7.0	-5.2
Cc1ccc(NC(=O)c2[nH]c3cc(C)sc3c2CN(C)C)c(C)c1	9.7	0.0
COc1cc(Cl)c(S(=O)(=O)n2c([N+](=O)[O-])cnc2C)cc1Cl	-9.0	-2.3
Cc1cc(C)cc(C(=O)N2CCCC(c3nc(CNC(=O)C(C)C)cs3)C2)c1 (stereo not given)	-3.4	-6.9
COc1ccc(C=C2Oc3cc(O)ccc3C2=O)c(OC)c1	-5.2	-8.9
Cc1nc2c(C(=O)NC3CCCC3)cnn2c(C)c1Cc1ccccc1Cl	-7.0	-6.3
COc1ccc(NC(=O)N2CCc3[nH]cnc3C2c2ccccn2)cc1OC (stereo not given)	90.9*	-7.0
O=C(NCc1cccc(CNC(=O)C(Cl)(Cl)Cl)c1)C(Cl)(Cl)Cl	-5.5	2.3
O=C(Nc1cccc([N+](=O)[O-])c1)c1cccc(S(=O)(=O)N2CCc3ccccc32)c1	27.6	20.1
Cc1ccc(NC(=O)CSC2=C(C#N)C(c3ccc4c(c3)OCO4)CC(=O)N2)cc1C (stereo not given)	35.0	-2.2
Clc1ccc(-c2csc(-c3ccno3)n2)cc1	.	-18.2
Cc1sc(NC(=O)CSc2sc3c(=O)[nH]c(=O)[nH]c3c2C#N)c(C#N)c1C	26.5	.
CN1CCN(NC(=O)C(=O)Nc2ccccc2C#N)CC1	-5.1	0.8
Cc1cc(C)n(CC(=O)N2CC3CC2CC3NC(=O)c2ccccc2)n1 (stereo not given)	-3.0	-1.4
O=C(Nc1ccc(Br)c(Cl)c1)C1CC1	-4.0	-6.8
Cc1ccc(-n2nc3c(c2NC(=O)c2cccc(F)c2)CSC3)c(C)c1	17.0	-4.0
CCCC(NC)c1cccc(OC)c1 (stereo not given)	-4.2	-1.4
O=C1CC(c2ccccc2)CC2=C1C(c1ccncc1)Nc1ccccc1N2 (stereo not given)	2.0	-2.3
COCCn1c(SCC(=O)N2CCc3ccccc32)nnc1-c1c[nH]c2ccccc12	3.5	-6.2
O=C(COc1ccccc1Cl)Nc1ccc2nn(-c3ccccc3)nc2c1	1.0	3.9
Cc1nc2c(c(=O)n1CC(=O)Nc1ccc3c(c1)CCC3)CCN(Cc1ccccc1)C2	-10.4	-5.2
Oc1ccc(Br)cc1C1=NNC(c2cccs2)C1 (stereo not given)	43.8	0.6
Cc1nn(Cc2ccc(C(=O)Nc3cc(Cl)cc(Cl)c3)o2)c(C)c1Br	.	-5.8
O=C(NC1CC1)c1ccc(OCC2CCCN2C(=O)c2ccc(Cl)cc2)cc1 (stereo not given)	8.1	2.5
CCOc1ccc(C(=O)N2CCCC3(C2)NC(=O)N(Cc2ccc(Cl)cc2)C3=O)cc1 (stereo not given)	-0.8	-7.4
O=S(=O)(c1ccc2c(c1)Cc1cc(S(=O)(=O)N3CCOCC3)ccc1-2)N1CCOCC1	1.7&19.0	-1.1
Cc1ccccc1Cn1nc(C)c(NC(=O)c2noc3c2CCCC3)c1C	14.7	-2.2
COc1cccc(OC)c1OCCCOc1cccc(Cl)c1Cl	-98.5	-14.9
O=C(NCc1ccccc1)c1nnc(N2CCCC2)c2ccccc12	3.9	-2.8
CCN1c2cc(F)ccc2C(=O)NC12CCN(C(=O)c1cccc(OC)c1)CC2	-2.2	2.0
Cc1ccc(NC(=O)N2CCc3c(c(COCc4cccc(F)c4)nn3C)C2)cc1Cl	18.5	-9.6
Cn1cc(S(=O)(=O)CC(=O)Nc2ccc3c(c2)OCO3)c2ccccc21	8.0	-4.2
COc1ccc(C(=O)N2CCCC(COc3ccc(C(=O)N4CCCC4)cc3)C2)c(C)c1 (stereo not given)	8.2	3.7
O=C(CCN1C(=O)S/C(=C\c2ccc(Cl)cc2)C1=O)N1CCOCC1	0.0	4.1
CC(C(=O)NC1CCCCC1)N1C(=O)c2ccccc2C1=O (stereo not given)	-4.0	-5.4
CN(C)c1ccnc(Oc2ccccc2)c1C#N	-3.2	-8.3
COc1ccc(NC(=O)CSc2nc(O)cc(=O)n2-c2ccc(C)cc2)cc1	9.8	-7.3
COc1cc(C(C2=C(O)CC(C)(C)CC2=O)C2C(=O)CC(C)(C)CC2=O)c([N+](=O)[O-])cc1OC (stereo not given)	-3.0	-3.9
N=C1/C(=C/c2cn(CCCOc3ccccc3Cl)c3ccccc23)C(=O)N=C2SC=CN12	3.0	5.2
Cc1cc(NS(=O)(=O)c2ccccc2)c(C(C)C)c(Br)c1O	5.0	0.9
COc1ccccc1NC(=O)C1=C(C)Nc2nc3ccccc3n2C1c1ccc(Cl)cc1 (stereo not given)	51.0*	-0.5
CCC(C)NC(=O)c1nn2c(c1Cl)NC(c1ccc(Br)cc1)CC2C(F)(F)F (stereo not given)	16.0	-9.8
CCSc1nnc(-c2nn(C)c3c2CN(C(=O)c2ccc(OC)c(OC)c2)CC3)n1C	8.4	0.5
O=C(NC1CCN(c2ncnc3c2CCC3)C1)c1cccs1 (stereo not given)	12.0	-1.6
CN(C)Cc1c(O)ccc2c1OC(=Cc1ccccc1)C2=O	3.9	-5.6
CC(C)C[C@@H]1COc2cccc(N(C)CCO)c2S(=O)(=O)N1	-4.4	-3.5
O=C(NCc1ccccc1)C1CCC(CNS(=O)(=O)c2ccc(Br)s2)CC1 (stereo not given)	2.0	-7.5
O=C(c1cc2c(s1)CCC(C(=O)N1CCCCC1)C2)N1CCCC1 (stereo not given)	-2.1	-3.0
N#Cc1c(N)nc2c(c1-c1ccc(Cl)cc1)CCC2	-31.0	-4.7
CC1(C)CC(NC(=O)c2cncc(Br)c2)CC(C)(C)N1	-1.5	3.0
COc1ccc(-n2cnc3cc(NC(=O)c4cccc(C)c4)ccc32)cc1	33.0	17.5
Cc1ccc(CN2C(=O)CCC2C(=O)N2CCC3(CC2)OCCO3)cc1 (stereo not given)	-4.0	-24.3
(continued)
SMILES	mHTT CaM bind	Pf apPOL block
CC(C)NC(=O)N1CCCC(c2cccc(C(=O)N3CCC(N4CCCCC4)CC3)c2)C1 (stereo not given)	11.4	-11.8
Cc1nc(N2CCN(C)CC2)c2cnn(-c3ccccc3Cl)c2n1	3.5	-1.0
CCCCCCCCNS(=O)(=O)/C=C/c1ccc(OC)cc1CNC(=O)OC(C)(C)C	-12.0	-1.3
Cc1ccccc1NC(=O)CNC(=O)C1CCCCC1	-3.8	2.1
O=S(=O)(Cc1cccc(F)c1)N1CCC(CN2CCCCCC2)CC1	-0.9	-0.6
O=C1CCC(C(=O)N(Cc2ccco2)C2(C(=O)NC3CCCCC3)CCCCC2)N1 (stereo not given)	-1.0	2.0
CCN1C(=O)C(C)(C)COc2cc(NC(=O)c3cc(C)on3)ccc21	-9.3	-6.9
CCCCC(=O)N1CCN(c2cc(C)nc(-c3cccc(F)c3)n2)CC1	1.5	-2.1
O=C(NCCC1CCN(S(=O)(=O)c2ccccc2)CC1)Nc1ccccc1Cl	45.9	0.5
CC(Oc1ccc2c(c1)OC(=Cc1ccccc1Cl)C2=O)C(=O)O (stereo not given)	3.8	-3.2
Cn1cc(CCC(=O)NC2CCCCCCC2)c2ccccc21	29.0	-10.0
O=C(C1CCCO1)N1CCCn2nc(-c3ccncc3)cc2C1 (stereo not given)	-4.5	-2.9
CCN1C(=O)CCc2cc(C(=O)N3CCOCC3)ccc21	-0.5	-1.1
COc1cccc(C(=O)Nc2ccc(C(=O)Nc3nccs3)cc2)c1	14.8	2.1
Cc1ccnc(Nc2nc(-c3ccc(Cl)c(Cl)c3)cs2)c1	-1.2	-5.9
CC(=O)c1cc(C(=O)Nc2ccccc2)c(C)o1	6.4	-7.9
Nc1ccc(Sc2nc3ccccc3s2)c(Cl)c1	-12.4	-5.8
COc1ccc(-n2nc3ccc(NC(=O)c4ccc([N+](=O)[O-])o4)cc3n2)cc1	4.4	11.5
OC(COc1ccc(OCC(O)CN2CCCC2)cc1)CN1CCCC1 (stereo not given)	4.7	1.6
O=C(NC1(c2nc(-c3cccnc3)no2)CCCCC1)C1CC(=O)N(c2ccc(F)cc2)C1 (stereo not given)	8.8	-4.5
COc1ccc(NC(=O)C2CCc3nc(N4CCOCC4)ncc3C2)c(C)c1 (stereo not given)	8.4	-4.0
COc1cc([N+](=O)[O-])ccc1NS(=O)(=O)c1ccc(NC(C)=O)cc1	8.1	-2.5
CCc1ccc(NC(=O)N2CCC(n3cnc4cc(Cl)ccc4c3=O)CC2)cc1	-5.8	-6.7
N#Cc1sc(-c2ccc(F)cc2)cc1N	.	-14.0
O=C(c1cccc(F)c1)N(Cc1ccccn1)c1nc2c(Cl)cccc2s1	-14.2	-0.7
Cc1ccc(NC(=O)O[C@@H]2C[C@H]3C[C@@H]2[C@H]2CCCCN2C3)cc1	-4.7	-1.8
CCc1cccc(OCCCN2CCCC2)c1	3.0	5.8
CCC(=O)N1c2ccccc2NC2=C(C(=O)CC(C)(C)C2)C1c1ccc2c(c1)OCO2 (stereo not given)	-4.0&14.7	-4.6&-4.6
COc1ccccc1C1C2=C(CC(C)(C)CC2=O)NC2=C1C(=O)CC(C)(C)C2	-0.1	-1.8
Cc1nn(-c2ccccc2)c2sc(C(=O)Nc3ccc(Br)cc3)cc12	2.0	2.0
COc1nccc(N2CCC(CC(=O)NCCC(C)C)CC2)n1	4.3	-4.1
CCc1ccc(OCC(=O)Nc2ccc(Cl)c(-c3nc4ncccc4o3)c2)cc1	9.0	-8.0
CCNC(=O)N1CCCC(c2cccc(C(=O)NCCCN3CCOCC3)c2)C1 (stereo not given)	-8.0	-1.9
Cn1cccc1/C=C1\N=C(c2ccc([N+](=O)[O-])cc2)OC1=O	-3.0	-4.0
O=C(CCS(=O)(=O)Cc1ccccc1F)NCCN1CCCC1	4.0	-13.9
CC(CC(=O)NCc1cccnc1)c1ccccc1 (stereo not given)	-6.7	-6.3

Structures listed so far containing an NH in an aromatic ring:
SMILES	mHTT CaM bind	Pf apPOL block
Cc1ccc(NC(=O)c2[nH]c3cc(C)sc3c2CN(C)C)c(C)c1	9.7	0.0
COc1ccc(NC(=O)N2CCc3[nH]cnc3C2c2ccccn2)cc1OC (stereo not given)	90.9*	-7.0
Cc1sc(NC(=O)CSc2sc3c(=O)[nH]c(=O)[nH]c3c2C#N)c(C#N)c1C	26.5	.
COCCn1c(SCC(=O)N2CCc3ccccc32)nnc1-c1c[nH]c2ccccc12	3.5	-6.2

Source: PubChem
